FEN1 inhibitor – human FEN1 inhibition | 390,000 compounds, 0.35% hits | Recombinant FEN1 flap cleavage, fluorescence, 15 min | Potency, µM (top dose mostly 114 µM), for inactives: at the highest dose activity change, negative = inhibition, actives largely listed as inhibitors | AID 588795; note: nearly all actives have a fitted effect of over 65% in size
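Read-out was taken twice, immediately and after 15 min, following addition of 50 nM substrate to 10 nM FEN1 that had sat with test compound for 15 min at room temperature. Curves came from a four-parameter Hill model.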
N370S GC mod – inhibits or activates N370S mutant glucocerebrosidase; P04062; Potency, µM (highest dose often 59.4 µM), for inactives: top-dose activity change, negative = inhibition, actives largely listed as inhibitors; 330,000 compounds, 0.092% hits; N370S GC spleen homogenate, 4MU-glucoside fluorescence;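 note: 0% = full enzyme activity and -100% = no enzyme basal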
GCN5L2 inh – blocks human GCN5L2 histone acetyltransferase. 390,000 compounds, 0.21% hits. Q92830. GCN5L2 HAT assay, ThioGlo1 CoA-SH fluorescence. Potency, µM (series often up to 58.9 µM), for the others: top-dose activity change, negative = inhibition, most hits filed as inhibitors
Target sequence (Q92830 whole entry, looked up): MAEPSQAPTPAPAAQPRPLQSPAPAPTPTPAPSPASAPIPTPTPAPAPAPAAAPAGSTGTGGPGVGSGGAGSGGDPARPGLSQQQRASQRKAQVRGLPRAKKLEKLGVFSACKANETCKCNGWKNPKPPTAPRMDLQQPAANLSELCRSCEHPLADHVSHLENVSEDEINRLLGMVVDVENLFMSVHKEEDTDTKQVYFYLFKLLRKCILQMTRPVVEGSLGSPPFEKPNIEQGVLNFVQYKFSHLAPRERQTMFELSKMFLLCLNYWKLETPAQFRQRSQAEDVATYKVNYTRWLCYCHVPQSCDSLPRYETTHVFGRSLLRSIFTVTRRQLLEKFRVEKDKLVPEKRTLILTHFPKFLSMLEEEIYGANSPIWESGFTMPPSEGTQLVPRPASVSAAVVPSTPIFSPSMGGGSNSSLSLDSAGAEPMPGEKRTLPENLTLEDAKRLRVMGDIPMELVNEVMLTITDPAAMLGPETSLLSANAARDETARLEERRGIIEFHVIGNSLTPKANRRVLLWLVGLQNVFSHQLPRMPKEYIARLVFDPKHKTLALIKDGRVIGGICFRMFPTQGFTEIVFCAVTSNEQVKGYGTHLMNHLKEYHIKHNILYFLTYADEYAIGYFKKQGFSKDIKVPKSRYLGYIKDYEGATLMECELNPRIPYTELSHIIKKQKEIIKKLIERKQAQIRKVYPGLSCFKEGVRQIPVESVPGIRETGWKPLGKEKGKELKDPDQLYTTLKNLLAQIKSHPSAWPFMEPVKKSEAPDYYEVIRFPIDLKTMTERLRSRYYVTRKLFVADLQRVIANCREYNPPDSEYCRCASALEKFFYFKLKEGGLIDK
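ThioGlo1-coupled HAT assay: 20nM GCN5L2, 70uM acetyl-CoA, 75uM H3(1-25) peptide, pH 7.5. Fluorescence read at 340/540nm at start and after 20 min at room temperature.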
An asterisk follows results filed as active; ? = inconclusive; . = no result given; & = joins results of further samples. Calls come from the whole dose curve; as a rule, active = well fitted curve in the direction sought with a large enough effect; inconclusive = small, poorly fitted or top-dose-only effect, or another doubt; inactive = no such curve, though single readings can be large; an effect the other way counts as inactive or inconclusive. Unless noted, % is set by controls: 0 for no effect and ±100 for the full control effect; potency is the fitted concentration of half-maximal effect. The list is partial; count on the stated rates, not on these rows.

| FEN1 inhibitor | N370S GC mod | GCN5L2 inh | smiles |
| --- | --- | --- | --- |
| -10% | . | 4% | COC(=O)c1ccc(NC(=O)CC2Nc3cc(C)c(C)cc3NC2=O)cc1 (stereo not given) |
| 15% | 3% | -23% | COc1ccc(NC(=O)C(Sc2nnc(-c3ccncc3)n2-c2ccccc2C)c2ccccc2)cc1Cl (stereo not given) |
| -4% | . | -8% | Cc1ccc(Cl)cc1C1=CC(=O)C[C@H](c2ccc(F)cc2)C1 |
| -14% | 30% | -1% | Cc1cc(-c2ccccc2)nc(Cl)c1C#N |
| -13% | -1% | -18% | CC1(C)NC(=O)N(CCSc2ccc(Cl)cc2)C1=O |
| -1% | -4% | 1% | COc1ccc(NN=Nc2ccc([N+](=O)[O-])cc2)cc1 |
| . | 16% | -1% | Cn1c(O)c(C=NCC2CCNCC2)c(=O)n(C)c1=O |
| . | 3% | -12% | c1cncc(CNc2ncncc2-c2ccc3c(c2)OCO3)c1 |
| 20% | . | 0% | COc1ccc(Cl)cc1NC(=O)COC(=O)c1ccc(Cl)nc1 |
| 2% | -1% | 2% | O=C(CNc1ccccc1N1CCCC1=O)Nc1cc(C(F)(F)F)ccc1-n1cncn1 |
| 5% | -14% | -8% | O=C(NCCc1cccc(Cl)c1)c1ccc(OC2CCN(Cc3ccccn3)CC2)cc1 |
| -19% | 8% | -4% | CN(CC(=O)Nc1ccccc1C(F)(F)F)Cc1c(O)ccc2ccccc12 |
| ? | -12% | -12% | Cc1ccc(NC(=O)C2CCN(S(=O)(=O)c3ccc4c(c3)NC(=O)C(C)S4)CC2)cc1C (stereo not given) |
| -2% | -10% | -7% | Cc1ccc(OCc2n[nH]c(=S)n2-c2ccccc2)cc1C |
| -12% | 9% | 1% | CCOc1cccc(Oc2ncccc2C(=O)/C(C#N)=C/N(C)C)c1 |
| 4% | -4% | 3% | CCOC(=O)C1=C(COC(=O)CNC(=O)c2ccc(Cl)cc2Cl)NC(=O)NC1C (stereo not given) |
| -14% | 1% | 3% | COc1ccc(Cc2nnn(CC(=O)O)n2)cc1 |
| 2% | -6% | -4% | NS(=O)(=O)c1ccc(S(=O)(=O)N2CCN(C3CCCC3)CC2)cc1 |
| 8% | . | 1% | Cc1ccc(S(=O)(=O)N2CCN(C(=O)n3ccnc3)CC2)cc1 |
| ? | -1% | -14% | O=C(Cn1nc(-c2ccccc2)nc1-c1ccccc1)OC1CCCCC1 |
| 3% | . | -6% | CCOc1ccccc1NC(=O)C1CCN(S(=O)(=O)c2cccc3nonc23)CC1 |
| -7% | . | 2% | C[C@H](CO)N1C[C@H](C)[C@@H](CN(C)Cc2ccc(Cl)c(Cl)c2)Oc2c(NC(=O)C3CCOCC3)cccc2C1=O |
| 1% | -6% | -25% | CC(C)CC(O)(c1ccccc1)C(CN1CCOCC1)c1ccccc1 (stereo not given) |
| . | -2% | -4% | COc1ccc2[nH]cc(CCNc3cc(-c4ccoc4)ncn3)c2c1 |
| -5% | -19% | -5% | CCN(CC(=O)Nc1ccccc1C(F)(F)F)C(=O)CSCc1c(C)noc1C |
| 4% | -1% | -10% | Cc1ccccc1-c1nc2c3ccccc3nc(=S)n2[nH]1 |
| -2% | -14% | ? | Cc1nn(-c2ccccc2)nc1CNS(C)(=O)=O |
| 0% | -16% | -3% | CC(=O)Nc1nnc(SCC(=O)NC2CC2)s1 |
| 7% | 0% | -10% | O=C1CCC(C(=O)Nc2ccc(Cl)cc2)N1 (stereo not given) |
| -2% | -5% | 17% | O=C(NC(=S)Nc1cccc2ncccc12)c1ccco1 |
| 5% | -6% | . | COc1ccc(NC(=O)C2CCN(Cc3cnn(-c4ccccc4)c3-n3cccc3)CC2)cc1OC |
| 1% | 24% | -8% | COc1cccc(NC(=O)COC(=O)Cc2ccccc2[N+](=O)[O-])c1 |
| 5% | 3% | -8% | O=C(CSc1nn(-c2ccc(F)cc2)c(=S)s1)NC(=O)NCc1ccco1 |
| 1% | -9% | 0% | COC(=O)c1ccc(OC)c(-c2c(OC)cc(OC)cc2OC)c1 |
| 24% | -6% | -2% | COc1ccc(C)cc1S(=O)(=O)N1CCC(C(=O)N2CCN(C)CC2)CC1 |
| -7% | -10% | -8% | COc1ccc(/C=C/CN2CCC(Oc3ccc(C(=O)N4CCCCC4)cc3)CC2)cc1 |
| 4% | -3% | -5% | Cc1nc2ccccc2c(=O)n1-c1ccc(F)c(NS(=O)(=O)c2ccccc2F)c1 |
| 3% | 5% | -9% | O=C(CN1C(=O)COc2ccccc21)N(CCCN1CCOCC1)CC1CC=CCC1 (stereo not given) |
| 19% | 7% | -1% | Cc1ccccc1C(=O)NC(CC(C)C)C(=O)Nc1ccc(S(N)(=O)=O)cc1 (stereo not given) |
| -5% | 28% | -3% | c1ccc2[nH]c(N3CCOCC3)nc2c1 |
| 79µM* | . | 1.8µM* | O=c1c2cc(F)ccc2sn1-c1ccc(F)cc1 |
| 19% | . | 0% | COC(=O)C(CCSC)NC(=O)Cn1ncc2c([nH]c3ccccc32)c1=O (stereo not given) |
| 3% | . | -3% | Cc1ccc(S(=O)(=O)c2nc(-c3ccco3)oc2SCc2ccc(F)cc2)cc1 |
| 0% | 11% | -2% | Cc1csc(NC(=O)c2ccc(C)c([N+](=O)[O-])c2)n1 |
| 5% | -29% | -13% | COc1ccc2c(=O)c(C(=O)O)c(-c3ccc4c(c3)OCO4)n(C)c2c1 |
| -9% | 3% | -4% | Cc1ccc(C(NC(=O)Nc2ccccn2)C(Cl)(Cl)Cl)cc1F (stereo not given) |
| 2% | . | -2% | COCCn1c(N)c(C(=O)c2cccc(S(=O)(=O)N3CCCCCC3)c2)c(=O)[nH]c1=O |
| 5% | -1% | 0% | CC1Sc2ccc(S(=O)(=O)CCC(=O)N3CCCC3)cc2NC1=O (stereo not given) |
| 3% | -3% | 1% | CCNC(=S)NCc1ccc(OC)c(OC)c1 |
| -1% | . | -6% | COc1ccc(C2=NOC(Cn3nc(-c4ccccc4)cc3C(=O)NCc3cccc(Br)c3)C2)cc1 (stereo not given) |

Whole records, quoted from the list. Screens in order: FEN1 inhibitor, N370S GC mod, GCN5L2 inh
Results for Cc1nn(-c2ccccc2)nc1CNS(C)(=O)=O = -2%, -14%, ?
Results for COc1ccc2[nH]cc(CCNc3cc(-c4ccoc4)ncn3)c2c1 = ., -2%, -4%
Results for Cc1ccccc1-c1nc2c3ccccc3nc(=S)n2[nH]1 = 4%, -1%, -10%
Results for COc1cccc(NC(=O)COC(=O)Cc2ccccc2[N+](=O)[O-])c1 = 1%, 24%, -8%

The main list resumes with the six entries that preceded the break.
| FEN1 inhibitor | N370S GC mod | GCN5L2 inh | smiles |
| --- | --- | --- | --- |
| 5% | -29% | -13% | COc1ccc2c(=O)c(C(=O)O)c(-c3ccc4c(c3)OCO4)n(C)c2c1 |
| -9% | 3% | -4% | Cc1ccc(C(NC(=O)Nc2ccccn2)C(Cl)(Cl)Cl)cc1F (stereo not given) |
| 2% | . | -2% | COCCn1c(N)c(C(=O)c2cccc(S(=O)(=O)N3CCCCCC3)c2)c(=O)[nH]c1=O |
| 5% | -1% | 0% | CC1Sc2ccc(S(=O)(=O)CCC(=O)N3CCCC3)cc2NC1=O (stereo not given) |
| 3% | -3% | 1% | CCNC(=S)NCc1ccc(OC)c(OC)c1 |
| -1% | . | -6% | COc1ccc(C2=NOC(Cn3nc(-c4ccccc4)cc3C(=O)NCc3cccc(Br)c3)C2)cc1 (stereo not given) |
| 0% | -4% | -7% | C#CCNc1nc(C(C)C)nc2c1nnn2Cc1ccccc1F |
| -14% | 18% | -1% | Cc1ccc(Cl)cc1NC(=S)N/N=C/c1cccc2ccccc12 |
| -5% | -13% | 2% | COc1ccc(C2(C)NC(=O)N(CC(=O)NC3(C#N)CCCCC3)C2=O)cc1 (stereo not given) |
| -1% | -10% | -5% | C#CCOCCOCCOCCNc1nc(N2CCOCC2)nc(N2CCN(C(=O)[C@H](Cc3ccc(O)cc3)n3cc([C@@H](N)CC(C)C)nn3)CC2)n1 |
| 1% | -9% | -1% | CCOc1ccc(CNC(=O)C2Cc3cc(S(=O)(=O)N4CCCCC4)ccc3N2C(C)=O)cc1 (stereo not given) |
| 1% | 5% | 3% | CC(CC(=O)Nc1ccc(C(N)=O)cc1)c1ccccc1 (stereo not given) |
| -6% | ? | -8% | COC(=O)c1ccc2c(=O)n(CC3CCCO3)c(SCC(=O)Nc3ccccc3OC)nc2c1 (stereo not given) |
| 0% | 6% | -9% | CS(=O)(=O)N(CCc1ccccc1)CC(=O)Nc1ccc(OCc2ccccc2)cc1 |
| 20% | . | -6% | CN1CCN(C2(CNC(=O)c3ccc(C(C)(C)C)cc3)CCCCC2)CC1 |
| -20% | 14% | -15% | Cc1cc(C(=O)CSc2nnc(C3COc4ccccc4O3)n2C)c(C)n1-c1ccc(F)cc1 (stereo not given) |
| -12% | 8% | -1% | COC(=O)c1ccccc1NC(=O)CN(C)S(=O)(=O)c1ccc(OC)c(C)c1 |
| -15% | 16% | -8% | Cc1ccc(S(=O)(=O)Nc2cc(C(=O)N3CCOCC3)ccc2N2CCCCC2)cc1 |
| -14% | -8% | 1% | COc1nc(N(C)C)nc(-n2nnc(C(C)=O)c2C)n1 |
| -13% | . | -6% | O=C(COC(=O)/C=C/c1cccc(F)c1)NC(=O)NC1CCCC1 |
| -1% | 3% | -4% | Cc1nn(CC(=O)NNC(=S)Nc2ccccc2)c(C)c1[N+](=O)[O-] |
| -2% | 2% | 0% | Cc1cc(NC(=O)CSc2n[nH]c(=O)[nH]c2=O)ccc1Br |
| -1% | -16% | -3% | COc1ccc(OCCCC(=O)OC(C)C(=O)Nc2cccc(C(C)=O)c2)cc1 (stereo not given) |
| -2% | -5% | -3% | O=C(NCCC1=CCCCC1)C1CCN(C(=O)c2ccc(Cl)cc2)CC1 |
| -6% | 4% | 3% | COc1ccc(CN(CCC#N)C(=S)NC(=O)c2ccccc2)cc1 |
| -10% | . | -12% | CCC(C(=O)NCCc1cc(OC)ccc1OC)n1nc(C)c2sc3ccccc3c2c1=O (stereo not given) |
| -9% | 5% | -10% | O=C(CCc1nc2sc3c(c2c(=O)[nH]1)CCCC3)N1CCN(c2ccccc2)CC1 |
| -10% | . | 1% | Cc1ccc(-n2c3nc(=O)[nH]c(=O)c-3cc3c(Cl)cccc32)cc1 |
| -10% | 27% | -7% | CCOC(=O)CSc1nc2cc(C)cc(C)c2cc1C#N |
| -7% | -4% | -5% | O=[N+]([O-])c1ccc(OCC(O)CN2CCN(c3ccccc3F)CC2)cc1 (stereo not given) |
| -14% | 0% | ? | Cc1cc2cc(CNC(=O)NC3CCCCC3)ccc2n1C |
| -2% | 7% | 0% | CC1CCCC(NC(=O)COC(=O)c2ccccc2[N+](=O)[O-])C1C (stereo not given) |
| -8% | 4% | -1% | COc1cc2c(cc1OC)C(c1ccccc1)N(S(C)(=O)=O)CC2 (stereo not given) |
| ? | ? | -3% | Cc1nc(NC(=O)c2ccccc2)sc1C1(C)CC(c2ccccc2F)=NO1 (stereo not given) |
| -16% | 12% | -6% | CCOC(=O)N1CCN(C(=O)CN(C2CCCCC2)S(=O)(=O)c2ccc(C)cc2)CC1 |
| 4% | -4% | -3% | COc1cccc(C(=O)NCCSCc2ccccc2Cl)c1 |
| -6% | 1% | 2% | Cc1cc(CNC(=O)CCc2nnc(CCCc3ccccc3)o2)nn1C |
| -10% | -21% | -13% | O=C(Nc1cc(S(=O)(=O)N2CCCCC2)ccc1N1CCCCC1)c1ccncc1 |
| . | -1% | 3% | Cc1cc(C)c2[nH]c(=O)c(C(c3nnnn3C3CCCC3)N3CCOCC3)cc2c1 (stereo not given) |
| -15% | . | -4% | CCCOc1ccc(/C=N/O)cc1 |
| -4% | 0% | 3% | NS(=O)(=O)c1ccc(CCNC(=O)CCC2COc3ccccc3O2)cc1 (stereo not given) |
| -12%&4% | 9% | -19%&-4% | Cc1ccc(OCCCCn2cnc3ccccc32)cc1 |
| -9% | 0% | -1% | COc1ccc(OCCCC(=O)Nc2nncs2)cc1 |
| -9% | 8% | -11% | CC(C)CCNC(=O)C(c1ccncc1)N(Cc1cccs1)C(=O)Cn1nnc(-c2ccc(F)cc2)n1 (stereo not given) |
| -5% | -14% | -6% | Cc1cc(C2(O)C(=O)Nc3ccccc32)ccc1F (stereo not given) |
| 5% | -3% | -5% | CS(=O)(=O)N(CC(=O)Nc1ccccc1C(=O)N1CCOCC1)c1ccc2c(c1)OCO2 |
| -2% | . | -3% | CC(C)(C)[C@@H]1COC(=O)[C@H](Cc2ccc(F)cc2)C/C=C\C[C@@H](CC(=O)NCCO)C(=O)N1 |
| 5% | -15% | -5% | CN(C(=O)C(C)(C)C)C1c2c(ccc3ccccc23)OCC1CO (stereo not given) |
| -21% | -19% | -2% | Cc1ccc(-c2nc(NCc3cccnc3)c3ccccc3n2)cc1 |
| -3% | 7% | -5% | N/C(Cc1ccc(Cl)cc1)=N\OC(=O)C1CCCCC1 |
| -2% | -21% | -1% | COc1ccc(N2CCN(CC(=O)NCc3ccc(Cl)cc3)CC2)cc1 |
| -10% | . | 1% | O=C(COc1ccccc1)NNC(=O)c1ccc(Cl)cc1 |
| . | 19% | 2% | Cc1nn(C)c(C)c1NC(=O)c1cnn2c(C(F)F)cc(-c3ccccc3)nc12 |
| -15% | 3% | -1% | O=C(O)COc1ccc(/C=C2\SC(=Nc3ccccc3)N(c3ccccc3)C2=O)cc1 |

Screening results: PubChem, National Center for Advancing Translational Sciences (NCATS)
